FN deposit inh – fibronectin deposition inhibition; AH1F fibroblasts, Alexa488-fibronectin deposition fluorescence, overnight; inhibition, % at 12.6 µM; 350,000 compounds, 0.086% hits; AID 743247;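 active means mean inhibition across replicates of 30% or more, regardless of how many single replicates reach that level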;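 further: positive control wells lacked labelled fibronectin entirely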
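Test system: AH1F fibroblast monolayer depositing Alexa488-labelled fibronectin into matrix. Input: 10000 cells per well. Technique: fluorescence, ex 485 nm, em 525 nm. Buffer or medium: DMEM plus 2% serum, read in PBS. Timing: 1 h cell adhesion before compound, then overnight fibronectin incubation. Compound: single dose, pinned. Read-out basis: inhibition from reduced deposited-fibronectin fluorescence.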
PglD DTNB – PglD (C. jejuni) enzyme inhibition; purified PglD enzyme, DTNB colorimetric CoA detection; inhibition, % at 12.5 µM; 360,000 compounds, 0.098% hits; AID 602405; in the data active means inhibition above about 16%, passing the limit was not always enough; further: strong numbers were not always called active
S100A4 inh HTS – S100A4-myosin IIA interaction inhibition; P26447; S100A4/TAMRA-MyoIIA peptide fluorescence polarization; inhibition, % at 10.7 µM; 360,000 compounds, 0.14% hits; AID 652163;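 active means mean inhibition of at least 70% across replicates, with every replicate also reaching that level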
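Material: S100A4 monomer (human). Medium: Calcium-containing HEPES buffer, pH 7.2. Probe or stimulus: labelled myosin peptide probe, 5 nM. Compound dosing: one concentration per compound. Timing: polarization read 5 min after assay mix addition, stable 5–60 min. Benchmarks: DMSO as neutral control, TFP as positive control.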
LGR2 antag – Drosophila LGR2 receptor signaling inhibition. HEK293 LGR2, CRE-luciferase, bursicon-stimulated, 4 h. inhibition, % at 9.99 µM. AID 720647. 380,000 compounds, 0.35% hits;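 active means drop in luminescence signal, shown as inhibition above about 50% in the replicate tests, limit read from the data, passing the limit was not always enough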;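 further: agonist challenge used bursicon conditioned medium at about half maximal strength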
ERAP1 inh – inhibitors of human ERAP1 aminopeptidase; AID 652197; 340,000 compounds, 0.15% hits; recombinant ERAP1, Leu-AMC fluorescence, 60 min; inhibition, % at 10.7 µM;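 active means mean replicate inhibition of at least 30%, or all replicates individually reaching that 30% level; inactive means mean below 30% and not every replicate reaching it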;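 further: 0% = neutral control wells and 100% = L-leucinethiol positive control wells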
Target sequence (Q9NZ08 whole entry, looked up): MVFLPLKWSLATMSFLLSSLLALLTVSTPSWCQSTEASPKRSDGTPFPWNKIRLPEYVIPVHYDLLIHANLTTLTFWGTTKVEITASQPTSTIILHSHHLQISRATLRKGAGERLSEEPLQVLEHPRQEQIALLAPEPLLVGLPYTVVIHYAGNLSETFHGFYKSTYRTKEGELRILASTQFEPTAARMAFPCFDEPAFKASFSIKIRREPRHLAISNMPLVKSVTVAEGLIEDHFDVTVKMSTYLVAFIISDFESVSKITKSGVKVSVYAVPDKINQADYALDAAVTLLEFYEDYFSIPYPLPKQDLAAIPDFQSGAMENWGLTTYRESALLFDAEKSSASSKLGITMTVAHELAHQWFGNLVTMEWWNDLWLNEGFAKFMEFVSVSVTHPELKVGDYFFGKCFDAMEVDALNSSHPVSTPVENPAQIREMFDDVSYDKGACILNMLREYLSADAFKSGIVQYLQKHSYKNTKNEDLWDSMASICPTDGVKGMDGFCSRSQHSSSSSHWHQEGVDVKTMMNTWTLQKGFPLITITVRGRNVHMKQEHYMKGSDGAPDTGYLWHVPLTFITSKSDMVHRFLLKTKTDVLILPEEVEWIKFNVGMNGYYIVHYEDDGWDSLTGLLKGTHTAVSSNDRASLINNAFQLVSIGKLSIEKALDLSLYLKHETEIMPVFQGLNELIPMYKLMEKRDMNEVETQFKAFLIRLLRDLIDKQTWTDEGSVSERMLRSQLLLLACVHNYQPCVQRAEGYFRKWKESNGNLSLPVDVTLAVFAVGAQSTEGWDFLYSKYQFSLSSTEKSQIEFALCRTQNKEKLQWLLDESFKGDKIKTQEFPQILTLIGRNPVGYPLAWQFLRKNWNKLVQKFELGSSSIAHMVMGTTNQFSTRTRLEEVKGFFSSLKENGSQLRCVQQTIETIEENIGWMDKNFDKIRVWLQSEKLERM
EWS-Fli inh – inhibitors of EWS/Fli oncoprotein transcriptional activity; A673 NR0B1-luciferase reporter, viability-normalised; inhibition, % at 12.6 µM; 350,000 compounds, 0.67% hits; AID 651661;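 active means mean inhibition of at least 50% after viability correction, with every replicate also passing that limit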;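 further: firefly luciferase signal divided by Alamar Blue viability fluorescence both relative to DMSO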
PGC1a acetyl inh – PGC1a acetylation modulation, inhibitor mode. 350,000 compounds, 0.17% hits. inhibition, % at 15.6 µM. AID 651687. U2OS PGC1a acetylation, AlphaScreen anti-acetyl-lysine; with virally co-expressed GCN5 acetyltransferase;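 active means every replicate shows inhibition of at least 40%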;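 further: 0% = neutral control wells and 100% = positive control wells; some results beyond the cut were filed as inactive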
PAX8 reporter – PAX8 transcriptional activity inhibition; inhibition, % at 12.6 µM; RMG-I TPO-luciferase reporter, SteadyGlo, 24 h; 360,000 compounds, 1.2% hits;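 active means mean replicate inhibition at least 60% with every replicate also reaching 60%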;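 further: luciferase light reporting Pax8 driven TPO promoter activity; plate controls were median of neutral control wells for no effect and mitoxantrone controls for full effect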
* hit, by the source's call; . = not tested or not shown; & = joins results of further samples.

Molecule	S100A4 inh HTS	PGC1a acetyl inh	PglD DTNB	ERAP1 inh	EWS-Fli inh	LGR2 antag	PAX8 reporter	FN deposit inh
COc1ccc(CN(C)C[C@H]2OCCCC[C@@H](C)Oc3ccc(NS(=O)(=O)c4ccc(OC)cc4)cc3C(=O)N([C@@H](C)CO)C[C@@H]2C)cc1	.	-13.6	-2.1	.	69.4*	5.0	24.1	-19.9
O=C(Nc1ccc(F)cc1)N[C@H]1C=C[C@H](CC(=O)N2CCOCC2)O[C@H]1CO	10.3	-0.6	-1.9	-1.9	5.5	-3.0	-10.7	1.4
C[C@@H]1CN([C@H](C)CO)C(=O)c2cc(NC(=O)Nc3ccc4c(c3)OCO4)ccc2O[C@@H]1CN(C)S(=O)(=O)c1ccc(F)cc1	-6.3	4.6	3.1	-1.6	-0.5	-5.7	.	.
COc1ccc(CNC(=O)N2[C@H]3CC[C@@H]2C=C(c2ccc(F)cc2OCc2ccccc2)C3)cc1OC	-4.3	-10.5	-3.2	.	-34.9	18.6	26.4	.
CCOCCCNC(=O)C(NC(=O)c1ccc(NC(C)=O)cc1)c1ccc(C)cc1 (stereo not given)	7.6	.	.	4.8	2.4	5.6	9.3	-1.7
CCNC(=O)Nc1ccc2c(c1)C(=O)N(C)[C@@H]1CC[C@H](CC(=O)N[C@H](C)c3ccccc3)O[C@H]1CO2	.	.	-3.6	.	-0.8	0.2	-24.1	6.2
Cc1cc(C)n2nc(Sc3ncccc3[N+](=O)[O-])nc2n1	0.1	-11.6	7.8	1.3	-1.5	5.5	14.4	6.0
CC(C)(C)c1ccc(C(=O)N2CCC2(C)C(=O)NS(=O)(=O)c2ccccc2Cl)cc1 (stereo not given)	19.7	.	-4.3	-1.3	-0.1	10.3	-0.5	11.2
CCOc1ccc(NC(=O)Nc2cccnc2)cc1	4.8	.	.	-6.9	-66.4	-51.2	-143.8	-15.2
COc1ccc(CCNC(=O)Cn2c([N+](=O)[O-])cnc2C)cc1OC	0.3	8.5	-24.0	-6.4	6.4	-4.8	-4.2	-2.6
Cc1ccc(S(=O)(=O)NCC[C@H]2CC[C@H](NC(=O)Nc3cccc(F)c3)[C@@H](CO)O2)cc1	0.6	-3.1	1.5	-4.5	-0.3	9.4	-1.3	15.9
CO[C@H]1CN(C)C(=O)c2cc(NC(=O)C3CCC3)ccc2OC[C@@H](C)N(Cc2cccnc2)C[C@H]1C	-0.8	8.6	-1.2	3.8	0.8	-7.6	5.6	1.4
CCOc1ccc(CN2CCN(Cc3c(C)nn(CC)c3C)CC2CCO)cc1 (stereo not given)	-5.0	3.9	-5.5	-4.1	-0.6	-7.6	12.0	0.5
O=C(NC1CCCCC1)N[C@H]1C=C[C@H](CC(=O)N2CCOCC2)O[C@H]1CO	-2.8	-3.8	2.2	0.1	.	-5.2	.	.
O=C(CC(CC(=O)c1ccccc1)c1ccccn1)c1ccccc1	2.2	8.8	3.1	-2.4	-8.7	-10.3	-12.3	-1.1
COc1ccc(CNC(=O)CCS(=O)(=O)c2ccc(Br)cc2)cc1	-5.1	-4.0	-0.1	-1.1	.	0.5	-8.0	4.8
COc1ccc(S(=O)(=O)N(C)C[C@@H]2OCCCC[C@H](C)Oc3ccc(NC(=O)Nc4ccc(C(F)(F)F)cc4)cc3C(=O)N([C@@H](C)CO)C[C@H]2C)cc1	2.3	-19.6	6.0	-1.4	5.1	5.4	11.6	-10.7
Cc1ccc(SCC(=O)Nc2nncs2)cc1	-3.5	6.8	-1.6	0.8	-9.0	-0.4	-7.9	-2.7
O=C1C(c2ccc(F)cc2)N(CC2COc3ccccc3O2)C(=O)CN1C1CCCCC1 (stereo not given)	.	2.2	-3.2	.	.	11.7	.	8.5
Cc1ccc2c(Cl)c(C(=O)N/N=C/c3cccn3C)sc2c1	1.1	-1.2	-1.7	0.2	-6.7	-93.6	-12.1	-9.5
O=C(CCNS(=O)(=O)c1cccc2nsnc12)NCc1cccs1	.	-3.5	-0.9	.	.	.	-2.6	-0.2
CC/C(C)=N/Oc1nc(C)cc(C)n1	-3.1	-1.5	2.8	3.4	9.1	-6.0	-9.7	8.4
O=C(NCC[C@@H]1CC[C@@H](NC(=O)c2ccc3c(c2)OCO3)[C@@H](CO)O1)Nc1cc(F)ccc1F	1.5	7.9	2.7	0.7	-1.5	0.4	-16.7	0.4
CC(C)N1CCC1(C)C(=O)Nc1nc2ccccc2[nH]1 (stereo not given)	-7.7	4.1	1.0	0.3	-23.9	-15.0	-6.2	-6.7
Cc1ccc2c([N+](=O)[O-])cccc2n1	.	8.1	.	.	.	-16.9	1.1	-8.2
CSC[C@H]1CN(Cc2ccccc2)C(=O)[C@@H]1CC(=O)Nc1ccc(Br)cc1	3.8	4.3	0.1	.	-6.5	-5.1	6.2	1.3
C[C@@H]1CN([C@H](C)CO)C(=O)c2cc(NC(=O)CCN3CCOCC3)ccc2O[C@@H]1CN(C)Cc1ccc(-c2ccccc2)cc1	18.1	7.3	-2.8	4.2	.	-18.0	18.0	.
O=C(CSc1ncn[nH]1)Nc1nc(-c2cccc([N+](=O)[O-])c2)cs1	0.5	-37.1	-1.7	.	1.6	-13.7	-11.8	13.9
COc1ccc(Cc2nc3ccc(C(=O)N(C)CCn4ccnc4)cc3o2)cc1OC	3.7	-12.6	2.0	-0.4	-60.4	-21.1	-50.7	5.3
Cc1onc(-c2c(Cl)cccc2Cl)c1C(=O)N1CCSCC1	3.5	2.5	-6.4	.	10.3	.	3.1	-2.4
C[C@@H]1CN([C@H](C)CO)C(=O)c2cccc(NC(=O)C3CCOCC3)c2O[C@@H]1CN(C)C(=O)Nc1ccc2c(c1)OCO2	2.5	0.3	-3.4	.	-5.2	13.7	9.4	11.5
CC1CCN(c2nc(CN3CCCCC3)nc3scc(-c4ccccc4)c23)CC1	.	.	2.1	.	.	33.6	-3.3	4.7
Cc1ccc(C(CC(=O)NCc2ccco2)c2ccccc2)c(O)c1 (stereo not given)	8.7	-12.3	7.5	-1.1	-1.4	5.7	.	.
C/C=C/c1ccc([C@@H]2[C@H](CO)N(C(=O)Cc3ccncc3)[C@H]2CNC(C)=O)cc1	.	1.3	0.1	.	-4.1	-10.1	12.8	1.3
O=C(COc1ccc(Cl)cc1)Nc1ccc(CN2CCOCC2)cc1	6.5	6.3	4.5	1.4	2.9	17.3	-2.3	14.2
COc1ccc(OCCOCCN2CCN(C)CC2)cc1	7.1	-6.1	-3.1	1.7	3.0	-3.4	-17.4	2.6
CS(=O)(=O)C1=NSC2=NC(=O)/C(=C\c3cccn3-c3ccccc3Cl)C(=N)N21	-16.8	.	.	18.6	3.0	9.1	-4.1	.
COc1ccccc1CC(=O)NC12CC3CC(CC(C3)C1)C2	-2.0	.	6.5	-4.0	14.8	-4.8	6.5	-3.2
CCSc1ncc(Cl)c(C(=O)Nc2ccccc2Cl)n1	-13.2	.	5.7	-4.7	-4.1	-16.9	-6.3	0.8
O=C(C1CCC(CNc2nc(=S)[nH]c3ccccc23)CC1)N1CCN(c2ccc(F)cc2)CC1 (stereo not given)	-2.9	3.1	.	-5.1	25.1	-3.9	45.2	-19.5
CC(OC(=O)c1ccccc1N1C(=O)C2C3CCC(C3)C2C1=O)C(=O)c1ccccc1 (stereo not given)	.	.	-6.3	.	.	15.7	6.4	2.9
CN1C(=O)c2cc(NC(=O)c3ccc(F)c(F)c3)ccc2OC[C@H]2O[C@@H](CC(=O)N[C@H]3CCN(Cc4ccccc4)C3)CC[C@@H]21	-3.7	.	0.3	-0.4	-4.3	5.6	18.0	-4.7
Cc1cc(C)c(S(=O)(=O)c2ccccc2)c(OC(=O)c2c(Cl)cc(Cl)cc2Cl)n1	.	-16.4	-2.2	.	.	.	34.8	18.0
COc1cccc(NC(=O)N[C@@H]2C=C[C@H](CC(=O)NCc3ccccn3)O[C@@H]2CO)c1	0.5	-4.4	0.0	1.1	-2.6	19.5	7.3	.
CCCCn1c(O)c(/C=C2\C=Nc3ccccc32)c(=O)[nH]c1=O	80.6*	0.3	-6.5	1.8	12.8	-18.1	6.0	4.6
CSc1ncccc1C(=O)N1CCCC(CCC(=O)NCc2ccccc2F)C1 (stereo not given)	1.1	.	.	1.5	8.2	8.9	5.9	-3.5
CCCCCn1c(NCc2ccco2)nc2ccccc21	-15.8	3.1	-1.7	-4.9	9.0	-8.9	-13.5	0.2
O=C(COC(=O)c1cncc(Br)c1)NCC1CCCO1 (stereo not given)	.	4.9	9.5	.	.	.	14.7	-4.5
C[C@H](CO)N1C[C@H](C)[C@@H](CN(C)Cc2ccncc2)Oc2ccc(NC(=O)Cn3cnnn3)cc2C1=O	2.5&-4.2	5.6&7.9	-10.8&-4.2	4.1&-4.2	9.8&-1.3	3.9&-6.2	-2.7&6.5	-0.3
CCOc1ccc(NC(=O)COc2ccc(C(=O)NC3CCCc4ccccc43)cc2OC)cc1 (stereo not given)	-7.9	.	.	3.4	23.2	8.4	1.8	10.7
CC1CCCCN1Cc1nc2ccccc2c(=O)[nH]1 (stereo not given)	.	4.8	0.7	.	.	.	-45.7	-3.4
CCCN(C)C[C@@H]1Oc2cc(-c3cccc(C#N)c3)ccc2S(=O)(=O)N([C@H](C)CO)C[C@@H]1C	2.2	-5.3	-1.4	-1.9	11.4	15.9	.	-8.8
Cc1cc(=O)[nH]c(SCc2ccc(Cl)cc2Cl)n1	-7.6	5.6	-2.6	2.4	9.8	12.8	4.5	-8.1
O=C(Cn1ccc([N+](=O)[O-])n1)N1CCCCC1	-2.0	.	.	-1.4	1.6	-5.7	9.0	0.9
O=C(CN1C(=O)S/C(=C/c2cccnc2)C1=O)N1CCOCC1	2.2	.	.	-2.5	2.4	-2.1	21.6	2.3
CC(C)CC#Cc1ccc([C@H]2[C@H](CO)N3C(=O)CN(S(=O)(=O)c4ccccc4)C[C@@H]23)cc1	5.5	-0.5	.	-1.4	9.0	1.4	.	.

Ordered by the number under LGR2 antag (ascending): three from the list above
| compound | LGR2 antag |
| --- | --- |
| CC(C)N1CCC1(C)C(=O)Nc1nc2ccccc2[nH]1 (stereo not given) | -15.0 |
| C[C@@H]1CN([C@H](C)CO)C(=O)c2cc(NC(=O)Nc3ccc4c(c3)OCO4)ccc2O[C@@H]1CN(C)S(=O)(=O)c1ccc(F)cc1 | -5.7 |
| O=C(C1CCC(CNc2nc(=S)[nH]c3ccccc23)CC1)N1CCN(c2ccc(F)cc2)CC1 (stereo not given) | -3.9 |
